Bioassay records: PubChem BioAssay, National Center for Advancing Translational Sciences (NCATS)
GAA glycogen mod – qHTS Assay for Inhibitors and Activators of Human alpha-Glucosidase Cleavage of Glycogen. Lysosomal alpha-glucosidase (Homo sapiens), P10253. recombinant GAA, glycogen substrate, Amplex Red glucose oxidase fluorescence. Potency, µM (highest dose often 76.4 µM), without a hit: top-dose activity change, negative = inhibition, hits mostly inhibitors. actives 0.38% (n = 300,000). AID 2100, 2009;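 further: 0% = full enzyme reaction and -100% = no-enzyme basal signal; the screen sought inhibitors and activators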
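qHTS, 1536-well; enzyme 4 nM final; cpd up to 77 uM; substrate bovine liver glycogen 30 ug; 50 mM citrate/phosphate pH 5.0, 0.01% Tween-20; 37 C, 40 min; Amplex Red detection 45 min RT; Hill fit → AC50.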
ALDH1A1 block – qHTS Assay for Inhibitors of Aldehyde Dehydrogenase 1 (ALDH1A1); Aldehyde dehydrogenase 1A1 (Homo sapiens), P00352; Purified ALDH1A1, NADH fluorescence, propionaldehyde substrate; Potency, µM (highest dose often 75.3 µM), without a hit: at the highest dose activity, negative = inhibition, most hits filed as inhibitors; actives 7.3% (n = 220,000); active means well fitted inhibition curve with a large enough effect, not every such curve was filed as active; inconclusive means small, poorly fitted or top-dose-only effect, or another doubt; inactive means no such curve, though single readings can be large or run the other way;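 further: plate controls were no enzyme wells and a reference inhibitor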
GLA spleen mod – qHTS Assay for Inhibitors and Activators of Human alpha-Galactosidase From Spleen Homogenate; actives 0.008% (n = 240,000); human spleen homogenate, 4MU-alpha-Gal fluorescence, 40 min; Potency, µM (titrated, usually from 80 µM), for inactives: at the highest dose activity change, negative = inhibition, most hits filed as inhibitors;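 further: 0% = enzyme with vehicle and -100% = no enzyme basal signal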
Target sequence (P06280 32-429 limits assumed): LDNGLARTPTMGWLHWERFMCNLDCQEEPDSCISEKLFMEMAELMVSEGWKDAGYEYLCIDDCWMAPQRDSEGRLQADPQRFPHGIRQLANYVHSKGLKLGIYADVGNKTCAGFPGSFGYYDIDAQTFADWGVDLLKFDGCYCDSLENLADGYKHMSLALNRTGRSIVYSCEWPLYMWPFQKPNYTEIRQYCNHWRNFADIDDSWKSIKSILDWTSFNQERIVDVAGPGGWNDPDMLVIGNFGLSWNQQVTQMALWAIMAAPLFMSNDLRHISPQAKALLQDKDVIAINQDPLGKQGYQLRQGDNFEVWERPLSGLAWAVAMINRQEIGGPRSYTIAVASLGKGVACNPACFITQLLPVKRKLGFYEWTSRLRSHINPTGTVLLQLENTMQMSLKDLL
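Fluorogenic readout (Ex 365/Em 440 nm) of 4-methylumbelliferone released from 1 mM 4-MU-alpha-galactoside by spleen homogenate, 40 min at 37C, pH 5.0. Data normalized to no-enzyme and enzyme controls; Hill-equation AC50 from compound titrations.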
GAA spleen mod – qHTS Assay for Inhibitors and Activators of Human alpha-Glucosidase From Spleen Homogenate; AID 2112, 2009; actives 0.006% (n = 240,000); Potency, µM (series often up to 79.9 µM), inactives show at the top dose activity change, negative = inhibition, hits mostly inhibitors; human spleen homogenate, 4-MU-alpha-glucoside fluorescence;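 further: 0% = enzyme with vehicle and -100% = no enzyme basal signal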
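Compounds were titrated against alpha-glucosidase in spleen homogenate at pH 5.0, with 1 mM 4-methylumbelliferyl substrate for 40 min at 37 C. Reactions were quenched with pH 10 NaOH/glycine and fluorescence measured.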
Epigenetic reg – Quantitative High-Throughput Screen for Regulators of Epigenetic Control | Potency, µM (titrated, usually from 53.9 µM), for inactives: at the top dose GFP activation, hits mostly activators | murine LDR cells, GFP reporter derepression, 30 h | actives 0.2% (n = 280,000) | AID 1865, 2009; further: % of control where 0% means no effect; nearly all actives have a fitted effect of over 60% in size
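Reporter derepression read as number of fluorescent GFP-positive objects, 20-120 um in size, counted by laser-scanning cytometer. Mouse LDR line with an epigenetically silenced CMV-GFP locus; compound incubation 30 h, 37 C.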
Tau fluor counter – Counterscreen qHTS for Inhibitors of Tau Fibril Formation, Fluorescence Polarization; tau K18 P301L Alexa594 fluorescence, heparin fibrillization; Potency, µM (series often up to 57.7 µM), without a hit: top-dose activity change, negative = decrease; actives 0.93% (n = 280,000); further: on the % scale 0 is the no-effect control and ±100 the full control effect; nearly all actives have a fitted effect of over 55% in size
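Human tau K18 P301L (15 uM unlabeled, 0.24 uM Alexa 594-labeled) in 100 mM sodium acetate pH 7 with 20 uM heparin, 6 hr at 37 C. ThT 30 uM added, 1 hr ambient; Alexa 594 FP and total fluorescence read at 555/632 nm.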
NPSR antagonist – qHTS Assay for Antagonists of the Neuropeptide S Receptor: cAMP Signal Transduction | actives 1% (n = 220,000) | AID 1461, 2008 | Q6W5P4 | CHO-NPSR cells, cAMP TR-FRET, antagonist mode | Potency, µM (top dose mostly 38.3 µM), for the others: at the highest dose activity change, negative = inhibition, actives largely listed as inhibitors; further: on the % scale 0 is the no-effect control and ±100 the full control effect; nearly all actives have a fitted effect of over 50% in size; many of its hits are not listed in these tables
Target sequence (Q6W5P4 whole entry, looked up): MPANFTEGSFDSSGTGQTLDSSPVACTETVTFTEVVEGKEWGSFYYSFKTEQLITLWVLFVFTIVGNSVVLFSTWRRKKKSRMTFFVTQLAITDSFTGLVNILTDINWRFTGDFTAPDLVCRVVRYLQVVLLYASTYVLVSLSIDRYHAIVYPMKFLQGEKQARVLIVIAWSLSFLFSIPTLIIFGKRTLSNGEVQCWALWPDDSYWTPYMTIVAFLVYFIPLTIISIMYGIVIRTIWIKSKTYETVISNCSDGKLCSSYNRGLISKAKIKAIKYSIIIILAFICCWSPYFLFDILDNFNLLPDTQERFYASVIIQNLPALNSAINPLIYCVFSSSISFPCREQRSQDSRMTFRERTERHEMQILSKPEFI
GAA inh – qHTS Assay for Inhibitors of Human alpha-Glucosidase as a Potential Chaperone Treatment of Pompe Disease; Lysosomal alpha-glucosidase (Homo sapiens), P10253; purified human GAA, 4-MU-alpha-glucoside fluorescence; Potency, µM (doses to about 76.9 µM), for inactives: at the highest dose activity change, negative = inhibition, actives largely listed as inhibitors; actives 0.005% (n = 200,000); AID 1466, 2008;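 further: plate controls were uninhibited enzyme wells for no effect and no-enzyme background for full effect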
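Read-out is 4-methylumbelliferone fluorescence (Ex 365/Em 440 nm) after NaOH/glycine stop at pH 10. Enzyme 4 nM, substrate 400 uM, pH 5.0 citrate buffer, 20 min room temperature; AC50 from Hill-equation concentration-response.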
The depositor's hits bear a star; ? = inconclusive; . = not tested or not shown; & = joins results of further samples; [ ] = dose if it differs, or a comment. Unless noted, the call rests on the fitted dose curve; in most records, active means well fitted curve in the direction sought with a large enough effect; inconclusive means small, poorly fitted or top-dose-only effect, or another doubt; inactive means no such curve, though single readings can be large; an effect the other way counts as inactive or inconclusive. Potency means the concentration at half of the fitted maximal effect. Some of the compounds tested; rates above refer to the full screens.

SMILES	GAA glycogen mod	ALDH1A1 block	GLA spleen mod	GAA spleen mod	Epigenetic reg	Tau fluor counter	NPSR antagonist	GAA inh
CCn1c(/C=C2\C(=O)N(C(C)C)c3ccccc32)nc2ccccc2c1=O	-6%	.	3%	-4%	5.1%	-14%	-45%	.
COc1cc(OC)cc(C(=O)NC(C)c2cnn(-c3ccccc3C)c2C)c1 (stereo unspecified)	-23%	0%	1%	2%	-0.9%	4%	-21%	?
O=S(=O)(Nc1cnc2ccccc2c1)N1CCCCCC1	7%	?	-1%	-2%	0.0%	-8%	-17%[46.1 µM]	-2%
O=S(=O)(c1cccc2nonc12)N1CCN(c2ccccc2F)CC1	-10%	?	7%	-19%	2.3%	-16%	8%	-2%
Cc1ccc2cccc(SCC(=O)NCc3ccco3)c2n1	-6%	?	0%	-5%	0.7%	4%	-2%[46.1 µM]	-6%
CN(C)/C=N/c1ncc(C(=O)OC(C)(C)C)s1	2%	?	-8%	.	-2.2%	0%	10%	-19%
CCCCC(=O)Nc1ccc(NC(=S)NC(=O)CCCCl)cc1OC	-2%	?	6%	10%	-3.0%	-2%	4%	-2%
CC1CCN(C(=O)COc2cccc3c2CCN(Cc2ccccc2)C3=O)CC1	4%	28µM*	-4%	1%	1.1%	-5%	-19%	-1%
Cn1cccc1/C=C1/SC(=O)N(CC(=O)N2CCCC2)C1=O	-9%	3%	-5%	-6%	-2.0%	-4%	-40%	-7%
O=[N+]([O-])c1ccc(/C([O-])=C(/C(=S)NCc2ccco2)[n+]2ccccc2)cc1	2%	7.9µM*	0%	9%	-0.2%	-21%	-7%	-3%
CN(C)CCNC(=O)/C(=C/c1ccc(-c2ccc(Cl)cc2)o1)NC(=O)c1ccccc1	6%	-13%	-1%	-4%	5.3%	-7%	-12%	-14%
N#CCC(=O)NCC1(c2ccccc2)CCCC1	0%	-1%	-2%	-2%	-1.6%	-7%	-14%[46.1 µM]	-12%
CCCc1c(NC(=O)Nc2ccc(F)cc2)cnn1-c1ccc(Cl)cc1	-6%	.	11%	-5%	-2.1%	?	38%	.
O=C(Cn1c(NCCO)nc2ccccc21)c1ccccc1	-5%	-17%	3%	1%	2.2%	3%	-5%	0%
CCOC(=O)C1=C(CNCc2ccccc2Cl)NC(=O)NC1c1cccc([N+](=O)[O-])c1 (stereo unspecified)	-18%	?	2%	7%	-1.5%	-11%	-21%	?
COc1cc(S(=O)(=O)NCC2CCCO2)ccc1Br (stereo unspecified)	6%	-6%	0%	-2%	7.0%	1%	3%[46.1 µM]	-4%
CC(=O)Nc1nc2c(c3c1c(=O)oc1ccccc13)CCCC2	-1%	-7%	1%	-4%	0.0%	0%	-5%[46.1 µM]	7%
Cc1cc(=O)[nH]c(SCC(=O)O)c1C#N	-6%	-7%	0%	-2%	-1.1%	-6%	-10%[46.1 µM]	0%
COc1cc2c(cc1OC)C1=C(C#N)COCN1CC2	4%	?	1%	6%	-0.7%	-27%	-17%[46.1 µM]	5%
Cc1c(NC(=O)c2ccc(Br)s2)c(=O)n(-c2ccccc2)n1C	-1%	10%	2%	-14%	-0.4%	8%	11%	6%
CCOc1cc(N2CCOCC2)c(OCC)cc1NC(=O)CSc1cccc[n+]1[O-]	0%	?	11%	-14%	-6.3%	-9%	-18%[46.1 µM]	2%
CCOc1ccc(NC(=S)NNC(=O)CC(C)O)cc1 (stereo unspecified)	?	3%	1%	4%	3.0%	5%	-11%	-5%
CCOC(=O)C(=O)NNc1ccc(F)cc1	?	.	-1%	-4%	-4.0%	10%	3%	.
COc1cc(/C=N/NC(=O)c2ccc(CN3c4cccc5cccc(c45)S3(=O)=O)cc2)cc(OC)c1O	13%	?	1%	6%	-3.2%	?	2%	13%
CN1C(=O)NC(NS(=O)(=O)c2ccc(N)cc2)(C(F)(F)F)C1=O (stereo unspecified)	1%	?	?	-30%	1.4%	2%	24%	2%
CCSC1(SCC)N=C(N)C2(C#N)C(c3ccccc3)NC3=C(CCC3)C12C#N (stereo unspecified)	-10%	-5%	-3%	-8%	-1.0%	-14%	-5%[46.1 µM]	-12%
N=C1/C(=C\c2ccc(-c3cccc(Cl)c3)o2)C(=O)N=C2SC=C(c3ccccc3)N12	15%	?	-1%	-9%	-1.0%	-4%	5%	4%
CCCOc1nc(C)cc(COC)c1C(N)=O	6%	-3%	-7%	-15%	-0.3%	-1%	19%	1%
Cc1nc(C(=O)Nc2ccccc2Cl)cc2c1[nH]c1ccccc12	9%	6%	1%	12%	-5.6%	-21%	-7%[46.1 µM]	-3%[15.4 µM]
COC(=O)c1cc2n(n1)CCN(Cc1ccc(F)cc1)C2=O	0%	-14%	4%	-1%	0.0%	9%	-6%[46.1 µM]	1%
CCOc1ccc(C(=S)N2CCOCC2)cc1OCC	6%	?	4%	7%	7.0%	-10%	-4%[46.1 µM]	3%
CCOC(=O)c1cc(-c2cc3ccccc3o2)n[nH]1	0%	-4%	-2%	5%	-1.0%	-22%	-6%[46.1 µM]	-3%
c1ccc(OCCCn2nnc(-c3ccncc3)n2)cc1	5%	-8%	4%	2%	0.0%	-9%	-5%[46.1 µM]	-3%
CCCCC(=O)NC(=S)NNC(=O)CCc1ccccc1	-19%	.	1%	0%	3.0%	-12%	-29%	.
Cn1c(=O)[nH]c(=O)c2c1nc(N1CCN(Cc3ccccc3)CC1)n2CCCc1ccccc1	8%	?	?	0%	4.6%	11%	-25%[46.1 µM]	-22%
Cc1ccc(OCc2nc3c4c(ncn3n2)-c2ccccc2CC42CCCC2)cc1	-6%	?	-2%	-4%	-3.0%	4%	1%	2%
CC(=O)Nc1ccc(S(=O)(=O)N2CCN(Cc3nc4sc(C)c(C)c4c(=O)[nH]3)CC2)cc1	4%	.	3%	-14%	0.5%	4%	-41%	.
CC(C)OC(=O)C1CC(C)(O)C(=O)C(C(=O)OC(C)C)C1c1ccc([N+](=O)[O-])cc1 (stereo unspecified)	-10%	-8%	4%	-1%	-2.4%	-5%	-14%	-1%
COc1ccc(S(=O)(=O)N2CCN(C(=O)CCC3CCCC3)CC2)cc1	-6%	-1%	-4%	-10%	1.1%	-6%	-24%[46.1 µM]	-8%
Cc1ccc(C(=O)N2CCC3(CC2)Oc2ccc(F)cc2C(=O)C32CC(c3ccc(Cl)cc3)=NO2)s1 (stereo unspecified)	4%	.	10%	8%	-1.2%	-17%	-6%	.
Cc1ccc(CN(C(=O)c2sc3ccccc3c2Cl)C2CCS(=O)(=O)C2)cc1 (stereo unspecified)	-3%	?	9%	8%	1.2%	-17%	-32%[46.1 µM]	-7%
O=C1Cc2ccccc2C(=O)N1OCc1ccc(Cl)cc1Cl	25µM*	-5%	-8%	-4%	-1.1%	-3%	-29%	4%
Cc1ccc2c(c1)N/C(=C(\C=C(/Cl)[N+](=O)[O-])[N+](=O)[O-])N2	-16%	?	-9%	6%	3.8%	?	-5%	-4%
Cc1cc(Nc2ccc(C)c(F)c2)n2ncnc2n1	-9%	-14%	-3%	-5%	-0.5%	8%	-21%[46.1 µM]	0%
CC(C)CCN(C(=O)Cc1ccc(Cl)c(Cl)c1)c1c(N)n(Cc2ccccc2)c(=O)[nH]c1=O	5%	13%	-1%	-1%	-0.2%	7%	-57%	7%
O=C(c1cccnc1)n1nc(-c2ccco2)nc1NCc1cccs1	2%	?	3%	-6%	-0.3%	3%	24%	-11%
COc1ccc(C2C(=O)N(C3CCCCCC3)CC(=O)N2Cc2ccccc2)cc1OC (stereo unspecified)	7%	-12%	1%	-2%	1.5%	-12%	-13%[46.1 µM]	-4%
N=c1c(C(=O)NCc2ccc(F)cc2)cc2c(=O)n3ccccc3nc2n1CCCN1CCOCC1	2%	?	-4%	1%	-0.2%	2%	7%[46.1 µM]	11%
COc1cccc(CNC(=O)CCNS(=O)(=O)c2cccc3nsnc23)c1	?	3%	3%	0%	1.1%&-0.2%	-17%&-12%	16%	-9%
NC(=O)C1(N2CCCCC2)CCN(C(=S)Nc2ccc(F)cc2)CC1	12%	7%	-16%	-14%	2.1%	5%	9%	-7%

Of the compounds above, these contain bromine:
SMILES	GAA glycogen mod	ALDH1A1 block	GLA spleen mod	GAA spleen mod	Epigenetic reg	Tau fluor counter	NPSR antagonist	GAA inh
COc1cc(S(=O)(=O)NCC2CCCO2)ccc1Br (stereo unspecified)	6%	-6%	0%	-2%	7.0%	1%	3%[46.1 µM]	-4%
Cc1c(NC(=O)c2ccc(Br)s2)c(=O)n(-c2ccccc2)n1C	-1%	10%	2%	-14%	-0.4%	8%	11%	6%

Continuation:
SMILES	GAA glycogen mod	ALDH1A1 block	GLA spleen mod	GAA spleen mod	Epigenetic reg	Tau fluor counter	NPSR antagonist	GAA inh
C=C(C)C(=O)Nc1ccc(NC(C)C)cc1	-8%	.	-2%	-3%	-1.9%	-10%	-4%	4%[15.4 µM]
COc1ccc(N(C(=O)C(C)C)S(=O)(=O)c2cccc([N+](=O)[O-])c2)cc1	-13%	-6%	4%	6%	-0.9%[10.1 µM]	-18%	-24%	9%
CC(=O)NCCc1cc2ccc(C)cc2[nH]c1=O	3%	2%	-11%	-9%	1.1%	-2%	-3%[46.1 µM]	-1%
CCCCCCCCSc1nnc2[nH]c(=O)cc(N)n12	6%	4%	0%	-3%	6.5%	-3%	11%	-1%

Arranged by value in ALDH1A1 block (low to high): 3 from the list above
| compound | ALDH1A1 block |
| --- | --- |
| COc1ccc(N(C(=O)C(C)C)S(=O)(=O)c2cccc([N+](=O)[O-])c2)cc1 | -6% |
| CC(=O)NCCc1cc2ccc(C)cc2[nH]c1=O | 2% |
| CCCCCCCCSc1nnc2[nH]c(=O)cc(N)n12 | 4% |
